Screening data (PubChem BioAssay)
pAkt inh: HTS Assay for Inhibitors of Akt Phophorylation: Primary Screen; 0.32% of 360,000 active; activity change, % for hits at 50 µM; Neuro2A IGF-stimulated pAkt S473 HTRF, 20 min; active compounds read low; in the data active = activity change below about -80%; inconclusive = mostly about -51% to -80%; note: % is set by controls: 0 for no effect and ±100 for the full control effect
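Neuro2A cells in DMEM with 0.5% FBS, overnight at 37 deg C, given compound at single 50 µM final, then IGF (6 nM final) for 20 min at 37 deg C. Lysed; phospho-Akt Ser473 by HTRF after 24 h, 665/615 ratio.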
A549 viability: Nrf2 qHTS screen for inhibitors: counterscreen for cytotoxicity. A549 ARE-Fluc cells, CellTiter-Fluor viability, 18-24 h. Potency, µM (titrated, usually from 46 µM), inactives show at the top dose activity change, negative = cytotoxicity, usual class: inhibitors. 0.16% of 390,000 active; note: potency is the fitted concentration of half-maximal effect; % is set by controls: 0 for no effect and ±100 for the full control effect
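A549 ARE_Fluc cells in 5% FBS OPTI-MEM were exposed to compounds in concentration-response for 18-24 h at 37 deg C. Viability was read by CellTiter-Fluor fluorescence (Ex 405/Em 525) after 30 min, before the luciferase read.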
Nrf2 activator: qHTS of Nrf2 Activators. Potency, µM (highest dose often 46.1 µM), without a hit: at the top dose activation, most hits filed as activators. 0.31% of 410,000 active. AID 624171, 2012. AREc32 ARE-luciferase reporter (MCF7-derived line), luminescence, 24 h; note: potency is the fitted concentration of half-maximal effect; % of control where 0% means no effect; nearly all actives have a fitted effect of over 65% in size
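Luminescent ARE reporter assay in AREc32_Fluc cells: overnight plating at 37 deg C, 24 hr compound incubation, Steady-Glo added, 30 min RT before reading.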
TGFb inhibitor: qHTS for Inhibitors of TGF-b; HepG2 CAGA-GFP TGF-b/SMAD3 reporter, GFP fluorescence, 18 h; TGF-beta stimulated, 500 pg/mL final; Potency, µM (series often up to 46.1 µM), inactives show at the top dose activity, negative = inhibition, hits mostly inhibitors; 1.2% of 410,000 active; note: potency is the fitted concentration of half-maximal effect; % is set by controls: 0 for no effect and ±100 for the full control effect; nearly all actives have a fitted effect of over 65% in size
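Per well, imaged GFP fluorescence of HEPG2 CAGA-GFP cells gives the signal; cells get compound, then TGF-beta (500 pg/mL final), 18 h at 37 degrees C; %Activity versus -TGF-beta and +DMSO controls.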
CCT chaperon mod: High-Throughput Screening for Modulators of Cytosolic Chaperonin Activity; purified chaperonin ATPase assay, HTRF ADP detection, 30 min; activity change, % (test concentration not listed), hits read low; 0.3% of 360,000 active; in the data active = activity change below about -30%; note: % is set by controls: 0 for no effect and ±100 for the full control effect
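TRiC at 40 or 20 nM final (batch-dependent) in 30 mM Tris pH 7.4, 100 mM KCl, 5 mM MgCl2, 1 mM DTT, with compound at single 76 uM and 10 uM ATP, 30 min at 37 deg C. ADP detected by HTRF Transcreener, 665/615 ratio.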
HepG2 tox: qHTS for Inhibitors of TGF-b: Cytotox Counterscreen | HepG2 CAGA-GFP viability, ATP luminescence, 18 h | Potency, µM (series often up to 46.1 µM), for inactives: at the highest dose activity change, negative = cytotoxicity, actives largely listed as cytotoxic | 0.76% of 410,000 active | AID 588856, 2011; note: potency is the fitted concentration of half-maximal effect; some results filed as inactive show a strong effect at the top dose
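CellTiter-Glo luminescence gave cytotoxicity after 18 hours at 37 degrees C. The cells were HepG2 CAGA-GFP in 1% FBS DMEM, stimulated with 500 pg/mL TGF-beta after compound addition. %Activity was normalised to no-cell wells (complete cell-killing) and DMSO (no toxicity), and curves were fitted and classified.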
ATXN viability: Viability Counterscreen for Primary qHTS for Inhibitors of ATXN expression; S2 cells (HEK-293 line with an ATXN2-luciferase reporter) viability, CellTiter-Fluor protease fluorescence, 24 h; Potency, µM (series often up to 56.7 µM), hits mostly cytotoxic; 0.49% of 400,000 active; note: potency is the fitted concentration of half-maximal effect; nearly all actives have a fitted effect of over 40% in size
Mm-Cpn inhibitor: Inhibitors of TCP-1 ring complex (TRiC) of Methanococcus maripaludis (MmCpn): qHTS. Chaperonin Mm-Cpn (Methanococcus maripaludis). purified Mm-Cpn ATPase, ADP Transcreener TR-FRET. Potency, µM (series often up to 76.9 µM), for inactives: at the highest dose activity, negative = inhibition, most hits filed as inhibitors. 0.031% of 330,000 active. AID 504842, 2011; note: potency is the fitted concentration of half-maximal effect; % is set by controls: 0 for no effect and ±100 for the full control effect; nearly all actives have a fitted effect of over 80% in size
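Purified archaeal Mm-CPN (25nM final) preincubated 10 min at 37degC with compound, then 10uM ATP for 30 min at 37degC; ADP measured by HTRF Transcreener TR-FRET; buffer 30 mM TRIS pH 7.4, 100mM KCl, 5mM MgCl2, 1mM DTT.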
Nrf2 inh: Nrf2 qHTS screen for inhibitors. A549 ARE-Fluc reporter, luciferase luminescence, 18-24 h. Potency, µM (series often up to 46 µM), inactives show at the highest dose activity change, negative = inhibition, actives largely listed as inhibitors. 2.1% of 360,000 active. AID 504444, 2011; note: potency is the fitted concentration of half-maximal effect; % is set by controls: 0 for no effect and ±100 for the full control effect; nearly all actives have a fitted effect of over 60% in size
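A549 ARE_Fluc cells (5000/well, 5% FBS OPTI-MEM) pre-incubated 2 h, then treated with compounds 18-24 h at 37C/5% CO2 in concentration-response. CellTiter-Fluor viability read first; BugLite luciferase luminescence after 15 min at room temperature gives Nrf2 activity.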
Starred values were filed as active, the others as inactive; i = inactive; ? = inconclusive; . = no result given; & = joins results of further samples. Unless noted, calls come from the whole dose curve; as a rule, active = well fitted curve in the direction sought with a large enough effect; inconclusive = small, poorly fitted or top-dose-only effect, or another doubt; inactive = no such curve, though single readings can be large; an effect the other way counts as inactive or inconclusive.

SMILES | pAkt inh | A549 viability | Nrf2 activator | TGFb inhibitor | CCT chaperon mod | HepG2 tox | ATXN viability | Mm-Cpn inhibitor | Nrf2 inh
CCCC(=O)N1CCN(c2nc3c(OC)ccc(Cl)c3s2)CC1 | i | -3% | -0.5% | 12% | 0.1 | -13% | i | 2% | 1%
O=C(Nc1ccnn1C1CCN(C2CCCC2)CC1)c1ccccc1Cl | i | 1% | -0.3% | 3% | -1.3 | 23% | i | 0% | -10%
COc1cc(C(=O)O/N=C(\N)c2ccccn2)cc(OC)c1OC | i | -8% | 8.3% | 2% | 2.0 | 3% | i | -2% | -13%
O=C(NCCc1cccnc1)c1cc(COc2ccc(F)cc2F)on1 | i | 0% | 0.5% | -6% | 1.0 | -12% | i | -4% | ?
CCCC(=O)Nc1ccc2nc(SCC(=O)N3CCCC3)sc2c1 | i | 0% | 3.8% | 1% | 1.0 | 8% | i | -1% | 1%
COc1cccc(OCCn2c(C)c(/C=N/n3cnnc3)c3ccccc32)c1 | i | -1% | -1.0% | 5% | -0.7 | 0% | i | 2% | -8%
CC(C)(CC(=O)O)CC(=O)NCc1c(Cl)cccc1Sc1ccc(Cl)cc1 | i | 0% | -0.8% | 0% | 0.1 | -16% | i | -7% | 10%
CN(C)Cc1ccccc1COc1ccccc1 | i | -3% | -0.7% | -7% | 0.2 | 4% | i | 2% | 1%
O=c1cc(NCc2ccccc2)nc2n1CCCS2 | i | 1% | 1.8% | -9% | 1.5 | -43% | i | 0% | -1%
CC(NC(=O)COc1cc(=O)n(C)c2ccccc12)c1ccc2c(c1)OCCO2 (centres undefined) | . | -6% | -0.9% | -14% | -1.4 | -3% | . | -3% | -3%
O=[N+]([O-])c1cccc(-c2ccc(SCc3ccccn3)nn2)c1 | i | -2% | 0.9% | -14% | 1.6 | 0% | i | -7% | 16%
Cc1ccc(S(=O)(=O)N2CCCC(C)C2)cc1 (centres undefined) | i | -1% | 0.4% | -12% | 0.5 | -6% | i | -1% | -11%
COc1ccc(Cl)cc1-c1cc(C(=O)Nc2ccc(F)cc2)[nH]n1 | i | . | 5.7% | -25% | 0.7 | -30% | i | . | .
CC1(C(=O)Nc2cccnc2)Cc2c(-c3cccc(C(F)(F)F)c3)ccnc2O1 (centres undefined) | i | . | 4.3% | ? | -2.0 | -39% | i | . | .
Cc1nn(Cc2ccccc2Cl)c(C)c1NC(=O)/C=C/c1cnn(C)c1 | i | 12% | 6.5% | 24% | -0.9 | -7% | i | 1% | 13%
O=C(c1cnc2n(c1=O)CCS2)N1CCCc2ccccc21 | i | 0% | 0.1% | 10% | -1.1 | 1% | i | -2% | -11%
CCc1nc2c(OCC(=O)c3ccc(Cl)cc3Cl)cccn2c1N(C)C(=O)COc1ccccc1 | i | . | 3.5% | ? | -4.6 | -25% | ? | . | .
C=CCN1C(=NC(=O)CCC)SC2CS(=O)(=O)CC21 (centres undefined) | i | . | -0.1% | 0% | -4.8 | -20% | i | -1% | -11%
Fc1ccc(-c2cc(C(F)(F)F)nc(-n3cc(Cl)cn3)n2)cc1 | i | 3% | 0.5% | ? | -0.7 | 10% | i | -3% | ?
COc1cccc(C2C(C(=O)c3cc4cccc(OC)c4o3)=C(O)C(=O)N2c2cc(C)on2)c1OC (centres undefined) | ? | -22% | -0.1% | 14% | -0.1 | -13% | i | -19% | -16%
CC(C)[C@H](NC(=O)[C@@H]1Cc2ccccc2CN1)C(=O)Nc1ccc2c(c1)OCCO2 | i | -2% | 0.4% | -7% | -0.4 | -19% | i | 1% | 3%
NC(=S)Nc1c(Cl)cccc1Cl | i | 14% | 0.4% | -3% | 0.8 | 10% | i | -1% | 1%
CNc1nc(Cl)c(SC)c(NCc2cccc(OC)c2)n1 | i | 5% | 2.9% | -9% | -2.2 | -9% | i | 2% | -24%
Cc1ccc(C)c(S(=O)(=O)NCc2ccc(C(=O)NCc3ccco3)cc2)c1 | i | -2% | 3.6% | ? | -1.3 | -5% | i | -1% | 7%
O=C(NC1CCCC1)c1c[nH]c2ccc(F)cc2c1=O | i | -1% | 0.1% | -4% | -0.1 | 17% | i | -3% | -22%
SMILES | pAkt inh | A549 viability | Nrf2 activator | TGFb inhibitor | CCT chaperon mod | HepG2 tox | ATXN viability | Mm-Cpn inhibitor | Nrf2 inh
O=C(COc1ccc(Cl)cc1Br)NC(=O)NC1CCCC1 | i | 1% | 6.5% | -19% | -1.8 | 1% | i | 1% | ?
CCN(C(=O)COC(=O)CNC(=O)c1ccc(Cl)cc1Cl)c1c(N)n(Cc2ccccc2)c(=O)[nH]c1=O | i | 4% | -0.4% | -10% | -3.8 | -1% | i | -2% | 3%
CCOC(=O)c1cnc2cc(C)ccn2c1=O | i | -1% | 0.6% | 5% | -2.1 | -4% | i | -1% | 15%
COc1cc(Cl)cc(/C=C/c2ccc3cccc(O)c3n2)c1OC | i | 0% | ? | 4% | 1.2 | -15% | ? | 0% | -4%
CC(C)OCCCNS(=O)(=O)c1ccc2c(c1)OCCO2 | i | -9% | -0.5% | 7% | 0.4 | -11% | i | -2% | 10%
Nc1cc(=O)[nH]c(SCCSc2ccccc2F)n1 | i | 1% | 2.1% | 4% | 0.5 | 8% | i | ? | -3%
Cc1cccc(N(C)C(=O)c2coc(=O)c3ccccc23)c1 | i | -15% | -0.5% | 16% | -0.8 | -13% | i | 0% | -17%
CN=Cc1c(NC)nc2c(C)cccn2c1=O | i | 4% | -0.5% | 16% | 1.7 | 2% | i | -1% | .
CSc1ccc(CN(C)C(=O)CN2C(=O)NC3(CCCC3)C2=O)cc1 | i | -6% | -0.8% | -9% | 0.2 | 0% | i | 1% | -16%
O=C(CCNC(=O)c1ccco1)Nc1nc(-c2ccccc2)cs1 | i | 6% | 16% | -3% | 0.2 | -37% | i | 1% | ?
CN(C)C(CNC(=O)CSc1nc2sc3c(c2c(=O)n1C)CCC3)c1ccccc1 (centres undefined) | i | 0% | 0.4% | 3% | -0.6 | 1% | i | -25% | 23%
CC1CC(C)(C)NC(=S)N1CCCC(=O)N1CCN(c2ccc(F)cc2)CC1 (centres undefined) | i | 0% | -2.3% | 2% | -1.9 | 0% | i | 0% | -6%
Cc1ccc(S(=O)(=O)C2(C(=O)Nc3ccc(C(C)C)cc3)CC2)cc1 | i | 6%&-2% | 0.1%&8.6% | -4%&6% | -3.6 | -15%&-6% | i | 0% | 5%&20%
COc1cc(NS(=O)(=O)c2ccc(NC(=S)NC(=O)c3ccc(F)c(F)c3)cc2)nc(OC)n1 | i | 1% | 0.3% | 4% | 1.1 | 17% | i | 1% | -22%
Cc1cccc(N)c1SC1CCCCC1O (centres undefined) | i | -3% | -0.4% | 2% | -40* | 4% | ? | -1% | 9%
O=C(c1ccc(-c2ccccc2Cl)o1)N1CCCC(C(F)(F)F)C1 (centres undefined) | i | 18% | 4.1% | 21% | 1.4 | 7% | i | -4% | ?
CNC(=O)NNC(=O)c1nc(-c2ccccc2)c(C)o1 | i | 3% | -0.5% | 22% | -2.9 | 22% | i | -1% | -3%
CS(=O)(=O)Nc1cccc(C2=NN(S(=O)(=O)c3ccccc3)C(c3ccco3)C2)c1 (centres undefined) | i | -3% | 0.6% | ? | -2.8 | -38% | i | 2% | -6%
Cc1[nH]c2ccccc2c1/C=C/C(=O)c1ccncc1 | i | 18% | 7.6% | 13% | -5.7 | -18% | . | -3% | ?
N#Cc1c(N)nc2c3c(sc(=N)c2c1N)NC(=O)CC3c1c(F)cccc1Cl (centres undefined) | i | 11% | 0.1% | -8% | -0.2 | -2% | i | -5% | 16%
COc1ccc(NC(=O)c2sc(=O)n(Cc3ccc4ccccc4c3)c2C)cc1OC | i | . | 3.8% | ? | -1.5 | 4% | i | . | .
CC(=O)Nc1nonc1-c1nnc(SCC(=O)Nc2ccccc2)n1-c1ccccc1 | . | -3% | 0.1% | 0% | . | -39% | i | . | 5%
CS(=O)(=O)c1ccc(S(=O)(=O)N2CCC(CO)(CCCc3ccccc3)CC2)cc1 | i | 0% | 4.1% | -11% | 0.0 | -38% | ? | -1% | ?
Cc1ccc(C(=O)NCC(=O)Nc2ccncc2)s1 | i | 1% | -0.7% | 4% | -3.1 | -3% | i | -1% | -2%
COc1ccc2nc(NC(=O)C3COc4ccccc4O3)sc2c1 (centres undefined) | i | 2% | -0.2% | -2% | -1.1 | -22% | i | -1% | ?
Cc1cccc(-c2nnc(SCC(=O)Nc3ncccn3)n2C)c1 | i | 15% | 0.0% | 2% | 0.8 | 2% | i | 3% | 4%
Cc1ccc(-c2nc(CS(=O)CC(=O)N3CCN(c4cccc(Cl)c4)CC3)c(C)o2)cc1 (centres undefined) | . | ? | 3.1% | ? | . | -13% | . | . | 23µM*
CCOc1cc(C(=O)OCC(=O)Nc2cccc(S(=O)(=O)NC3=NCCCCC3)c2)cc(OCC)c1OCC | i | 3% | 2.1% | -19% | -3.2 | -27% | i | 1% | -10%
COCCn1c(C)cc(C(=O)COC(=O)C23CC4CC(CC(O)(C4)C2)C3)c1C | i | -23% | -1.2% | 17% | -2.3 | 2% | i | 0% | ?

2 entries from above, as tab-separated lines.
Compound	pAkt inh	A549 viability	Nrf2 activator	TGFb inhibitor	CCT chaperon mod	HepG2 tox	ATXN viability	Mm-Cpn inhibitor	Nrf2 inh
CCCC(=O)Nc1ccc2nc(SCC(=O)N3CCCC3)sc2c1	i	0%	3.8%	1%	1.0	8%	i	-1%	1%
COc1cccc(OCCn2c(C)c(/C=N/n3cnnc3)c3ccccc32)c1	i	-1%	-1.0%	5%	-0.7	0%	i	2%	-8%
